Compound activity: PubChem, National Center for Advancing Translational Sciences (NCATS)
FBPA Giardia inh = inhibitors of Giardia lamblia fructose-1,6-bisphosphate aldolase; A8B2U2; purified Giardia FBPA; Potency, µM (series often up to 59.6 µM), inactives show at the highest dose activity, negative = inhibition, hits mostly inhibitors; hit rate 0.71% among 290,000; AID 2451; further: potency means the concentration at half of the fitted maximal effect; nearly all actives have a fitted effect of over 55% in size
Target sequence (A8B2U2 whole entry, looked up): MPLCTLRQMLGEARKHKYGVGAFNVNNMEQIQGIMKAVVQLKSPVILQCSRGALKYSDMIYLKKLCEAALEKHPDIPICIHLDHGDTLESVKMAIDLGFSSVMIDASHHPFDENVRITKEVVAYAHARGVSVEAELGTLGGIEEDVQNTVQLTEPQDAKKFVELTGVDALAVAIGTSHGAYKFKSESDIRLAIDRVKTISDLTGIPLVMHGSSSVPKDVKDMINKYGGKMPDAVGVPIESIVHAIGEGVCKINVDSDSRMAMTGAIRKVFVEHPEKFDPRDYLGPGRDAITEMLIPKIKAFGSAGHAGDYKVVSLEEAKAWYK
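40 nM FBPA preincubated 10 min at RT with compound (up to 57.5 uM final), then substrate plus GAPDH/TPI/NAD/arsenate coupling and diaphorase/resazurin added. Fluorescence read after 20 min at RT, 525/598 nm.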
HCV inh = blocks hepatitis C virus | Huh7.5.1 HCVcc-Cre infection, luciferase reporter, 44 h | Potency, µM (top dose mostly 41.8 µM), for the others: at the highest dose activity change, negative = inhibition, most hits filed as inhibitors | hit rate 3.4% among 340,000; further: potency means the concentration at half of the fitted maximal effect
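Antiviral activity was scored by luciferase reporter output from cells infected with HCVcc-Cre (~0.5 moi) in presence of compound, 44 h infection period, cells seeded 1,000/well 4 h prior.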
AmpC inh detg = blocks E. coli AmpC beta-lactamase in detergent assay; P00811; AmpC hydrolysis of nitrocefin, absorbance 480 nm, 0.01% Triton; Potency, µM (doses to about 114 µM), for the others: at the highest dose activity change, negative = inhibition, actives largely listed as inhibitors; hit rate 0.041% among 370,000; AID 485294;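 further: potency means the concentration at half of the fitted maximal effect; 0% = no-compound wells and -100% = no-enzyme wells; nearly all actives have a fitted effect of over 25% in size; some results filed as inactive show a strong effect at the top dose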
Target sequence (P00811 whole entry, looked up): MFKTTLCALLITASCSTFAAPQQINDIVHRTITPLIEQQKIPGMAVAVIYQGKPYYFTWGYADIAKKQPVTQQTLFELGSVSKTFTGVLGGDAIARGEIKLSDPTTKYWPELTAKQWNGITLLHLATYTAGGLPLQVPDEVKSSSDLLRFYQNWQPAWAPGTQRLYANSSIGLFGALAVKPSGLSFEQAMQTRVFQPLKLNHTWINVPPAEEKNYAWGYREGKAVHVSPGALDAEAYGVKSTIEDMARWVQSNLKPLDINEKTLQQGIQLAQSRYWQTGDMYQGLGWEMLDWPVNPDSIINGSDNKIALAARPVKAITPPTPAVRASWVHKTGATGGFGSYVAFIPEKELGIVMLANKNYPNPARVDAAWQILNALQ
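AmpC (5.3 nM in the dispensed reagent) in 20 mM phosphate pH 7.0 with 0.01% (detergent screen) or 0.0001% Triton X-100 was preincubated with compounds for 15 min at room temperature. Nitrocefin was then added from an 800 uM solution, and hydrolysis was followed at 480 nm.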
AmpC no deterg = inhibitors of E. coli AmpC beta-lactamase without detergent; AID 485341; Potency, µM (highest dose often 57.1 µM), inactives show at the highest dose activity change, negative = inhibition, hits mostly inhibitors; P00811; AmpC nitrocefin hydrolysis, absorbance 480 nm, 0.0001% Triton; hit rate 0.52% among 330,000;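 further: potency means the concentration at half of the fitted maximal effect; plate controls were no compound for no effect and no enzyme for full effect; nearly all actives have a fitted effect of over 20% in size; some results filed as inactive show a strong effect at the top dose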
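20 mM phosphate pH 7.0 + 0.01% (detergent screen) or 0.0001% Triton X-100; 5.3 nM AmpC reagent; cpd preinc 15 min RT; nitrocefin (800 uM stock) to start; A480 q20 s × 4 min; Activity was normalised to no-enzyme and no-compound control wells.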
HCMV inh = human cytomegalovirus inhibition | activity change, negative = inhibition, % at 57.5 µM | hit rate 4.5% among 410,000 | HFF cells, HCMV-luciferase reporter, 72 h; active compounds read low; in the data active means activity change below about -60%; inconclusive means no clear call, values can overlap the other calls; inactive means above about -39%
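Luciferase read-out from HCMV-luciferase-infected HFFs (MOI 1 PFU/cell) 72 h post infection at 37C; compounds added after 16 h cell attachment; activity normalized between buffer-only basal and Salinomycin (10uM) inhibitor controls.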
Sm TGR inh = blocks Schistosoma mansoni thioredoxin glutathione reductase; Q962Y6; purified TGR, DTNB reduction, TNB absorbance 405 nm; Potency, µM (doses to about 114 µM), for the others: at the top dose activity change, negative = inhibition, most hits filed as inhibitors; hit rate 3% among 360,000; further: potency means the concentration at half of the fitted maximal effect; nearly all actives have a fitted effect of over 60% in size
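TGR 20 nM + NADPH 100 uM (dispensed conc.), cpd preinc 15 min RT; start with NADPH (500 uM addition) then DTNB (15 mM addition). Kinetic TNB absorbance, 405 nm filter. Four-parameter Hill fit across titration.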
An asterisk follows results filed as active; ? = inconclusive; / = not tested or not shown; & = joins results of further samples; [ ] = dose if it differs, or a comment. Unless noted, the call rests on the fitted dose curve; in most records, active means well fitted curve in the direction sought with a large enough effect; inconclusive means small, poorly fitted or top-dose-only effect, or another doubt; inactive means no such curve, though single readings can be large; an effect the other way counts as inactive or inconclusive. Unless noted, on the % scale 0 is the no-effect control and ±100 the full control effect.

molecule,FBPA Giardia inh,HCV inh,AmpC inh detg,AmpC no deterg,HCMV inh,Sm TGR inh
Cc1sc(N)nc1C12CC3CC(CC(C3)C1)C2,-3%,19%,-2%,-33%,?,-7%
COc1ccc(C(=O)O/N=C2\CCCc3nonc32)cc1,12%,6%,?,-9%,-4,0%
Cc1nn(C)c(C(=O)Nc2ccc(Cl)c([N+](=O)[O-])c2)c1Cl,2%,?,-9%,-19%,1,-6%
COc1ccc(C(=O)N2CCC(C(=O)NCc3ccccn3)CC2)cc1,-2%,10%,1%,-4%,25,7%
C#CCNc1cc(-c2ccccc2)nc2ncnn12,2%,-17%,2%,-15%,-2,-1%[57.1 µM]
COc1ccc(-n2nc(C(=O)NCC(=O)NC3CCCCCC3)c3ccccc3c2=O)c(OC)c1,4%,-3%,-13%,79%[activator],-10,0%
Cc1cc(C)c(Cn2c3ccccc3c3cnn(CC(=O)NC4CCCCCC4)c(=O)c32)c(C)c1,/,/,0%,/,-19,11%
O=C(Nc1nc(-c2ccc3c(c2)OCO3)cs1)C1COc2ccccc2O1 (stereo not drawn),2%,2%,-12%,-39%,-27,8%
Cc1ccccc1Oc1nc2ccccn2c(=O)c1/C=C(\C#N)C(=O)Nc1c(C)n(C)n(-c2ccccc2)c1=O,1%,12%,-3%,-4%,38,1%
CN(C)Cc1c(-c2ccc(Cl)cc2)nc2ccccn12,4%,-2%,-3%,-22%,-8,-12%
CCCN1C(=O)c2ccccc2NC1c1cc(OC)c(OC)c(OC)c1 (stereo not drawn),2%,15%,-4%,-12%,23,-2%
O=P(NCc1ccccc1)(Oc1ccccc1)Oc1ccccc1,-1%,?,2%,-29%,20,-3%
CCCCn1c(=O)c2oc3ccccc3c2n(Cc2ccccc2C)c1=O,/,/,-7%,/,-17,4%
Cc1c(S(=O)(=O)N2CCCC(C(=O)O)C2)cnn1C (stereo not drawn),7%,11%,2%,-1%,?,-5%
Cc1cc(Nc2ccc(Br)cc2)nc(C)n1,/,/,0%,/,21,-5%
COc1ccc(NC(=O)c2ccc(COCC(F)(F)F)cc2)cc1OC,0%,-28%,?,-3%,-24,?
CCOC(=O)C(NC(C)=O)C(=O)Nc1ccc(C(C)C)cc1 (stereo not drawn),0%,20%,2%,11%,-6,/
COCCCNC(=O)CC1Oc2ccccc2NC1=O (stereo not drawn),6%,6%,?,10µM*,23,0%
COc1ccc(CNC(=O)/C=C/c2ccc3[nH]cc(CCN(C)C)c3c2)cc1,-4%&-4%,-17%,1%,2%,?,-17%
CCOC(=O)N1CCN(C(=O)CSc2cc(C)nc3c(-c4ccccc4OC)c(C)nn23)CC1,9%,?,-6%,162%[activator],/,-23%

A draw from above in order of SMILES length, low to high:
molecule,FBPA Giardia inh,HCV inh,AmpC inh detg,AmpC no deterg,HCMV inh,Sm TGR inh
COCCCNC(=O)CC1Oc2ccccc2NC1=O (stereo not drawn),6%,6%,?,10µM*,23,0%
Cc1sc(N)nc1C12CC3CC(CC(C3)C1)C2,-3%,19%,-2%,-33%,?,-7%
CN(C)Cc1c(-c2ccc(Cl)cc2)nc2ccccn12,4%,-2%,-3%,-22%,-8,-12%
CCCN1C(=O)c2ccccc2NC1c1cc(OC)c(OC)c(OC)c1 (stereo not drawn),2%,15%,-4%,-12%,23,-2%
COc1ccc(C(=O)N2CCC(C(=O)NCc3ccccn3)CC2)cc1,-2%,10%,1%,-4%,25,7%
Cc1nn(C)c(C(=O)Nc2ccc(Cl)c([N+](=O)[O-])c2)c1Cl,2%,?,-9%,-19%,1,-6%
COc1ccc(-n2nc(C(=O)NCC(=O)NC3CCCCCC3)c3ccccc3c2=O)c(OC)c1,4%,-3%,-13%,79%[activator],-10,0%

Remaining list, next part:
molecule,FBPA Giardia inh,HCV inh,AmpC inh detg,AmpC no deterg,HCMV inh,Sm TGR inh
COc1ccc(S(=O)(=O)N2CCOCC2)cc1NC(=O)COc1ccc2c(C)cc(=O)oc2c1,/,6%,/,4%,-10,/
Cc1cc(C)nc(NS(=O)(=O)c2ccc(NC(=O)c3ccc(S(=O)(=O)N4CC(C)OC(C)C4)cc3)cc2)n1 (stereo not drawn),10%,9%,-5%,53%,-6,-1%
CCOC(=O)C1=C(N)N(c2ccc(N3CCCCC3)cc2)C(=O)C1,-2%,20%,?,30%,14,0%
CSc1c(SCc2ccccc2)cnn(Cc2ccccc2)c1=O,-6%,1%,15%,-49%,?,-3%
Cc1cccc(Cn2nnc3c(=O)[nH]c(C4CCCN(C(=O)c5ccc(C(C)(C)C)cc5)C4)nc32)c1 (stereo not drawn),/,/,7%,/,-70*,0%
COc1ccc(C(=O)NCCc2nnc3ccc(SCC(=O)N4CCCCC4)nn23)cc1,5%,1%,-6%,12%,17,-14%
CCOC(=O)C1=C(CSc2nc3c(cc2C#N)CN(C)CC3)OC(N)=C(C#N)C1c1ccc(F)cc1 (stereo not drawn),?,10µM*,?,76%[activator],-1,-28%
Cc1cc(C)c(S(=O)(=O)NCc2csc(C)n2)c(C)c1,-2%,-1%,-5%,11%,-13,-5%
O=S(=O)(Nc1cccc(S(=O)(=O)N2CCOCC2)c1)c1ccc(Cl)s1,15%,18%,5%,-27%,-11,0%
CCOC(=O)C1CCN(C(=O)CSc2nnc(-c3ccco3)n2-c2ccccc2)CC1,-15%,17%,-13%,23%,-7,?
CC(=O)c1cn(CC(=O)Nc2ccccc2C(F)(F)F)c2ccccc12,-4%,-13%,-6%,41%,?,3%
COCCNC(=O)/C(C#N)=C/c1ccc(OCc2ccc(F)cc2)cc1,-4%,-12%,11%,58%,18,0%
CCOC(=O)c1cnc2ccc(OCC)cc2c1NCCN1CCOCC1,-1%,-12%,-2%,34%,-37,0%
O=S1(=O)C=C(Oc2ccc3ccccc3c2)c2ccccc21,-12%,-2%,1%,-7%,/,3%
CSC1=NC2(CC(c3ccccc3)Oc3cc(O)ccc32)CC(C)(C)N1 (stereo not drawn),5%,?,0%,1%,-29,-21%
CCCOc1ccc(/C(O)=C2\C(=O)C(=O)N(CCCN(C)C)C23C(=O)N(C)c2ccccc23)cc1 (stereo not drawn),/,/,-3%,-8%,/,?
COc1cc(C(=O)NCCc2ccc(S(N)(=O)=O)cc2)ccc1OCc1c(C)noc1C,/,-20%,?,6%,-7,2%
CC(C)NC(=O)C1CCCN(S(C)(=O)=O)C1 (stereo not drawn),27%,2%,-3%,-12%,-4,1%
Cc1cc(C)c(NC(=O)CNC(=O)CNC(=O)C2CCCCC2)c(C)c1,/,9%,6%,-20%,-37,6%
OCC1(Cc2ccccc2)CCN(C2CCN(c3ccc(F)c(F)c3)CC2)CC1,0%,?,0%,-23%,53,8%

molecule,FBPA Giardia inh,HCV inh,AmpC inh detg,AmpC no deterg,HCMV inh,Sm TGR inh
O=C(CNC(=O)c1ccncc1)N/N=C/c1cc(Br)ccc1O,-27%,14%,3%,-3%,38,-1%
CCCOc1ccc(/C(O)=C2\C(=O)C(=O)N(CCCOC)C23C(=O)N(C)c2ccccc23)cc1 (stereo not drawn),?,23%,4%,-3%,2,0%
COc1ccc(N2Cc3cccc(C(=O)Nc4cc(C)cc(C)c4)c3C2=O)cc1,/,/,-11%,/,2,-9%
O=C(O)CSCc1nc2ccccc2s1,-1%,12%,-6%,-16%,25,0%
COc1ccc(C(=O)c2c3ccc(C(F)(F)F)cc3[n+]([O-])n2CCCC(N)=O)cc1,/,20%,-14%,-1%,-8,-9%
Cc1oc(CC(C)C)cc1C(N)=O,1%,-3%,-14%,0%,-30,1%
COc1cc(CNC(=O)c2ccc(Cn3nc(C)c(Cl)c3C)o2)cc(OC)c1,-1%,?,?,102%[activator],5,-22%
COc1ccccc1N1CCN(S(=O)(=O)CCNC(=O)COc2ccc(F)cc2)CC1,/,/,3%,/,66,-2%
COc1ccc(/C=N/NC(C)(C)C)c(OC)c1,-23%,18%,?,-16%[11.4 µM],-19,?
COc1ccc(Br)cc1CNC(=O)CCNC(=O)Cn1ccc2ccccc2c1=O,0%,-7%,6%,1%,-35,9%
COc1ccc2c(C)nc(Nc3nc(C)c(C)c(=O)[nH]3)nc2c1,-6%,?,-12%,-14%,-102*,12%
CC(Sc1nnc2n1CCCCC2)C(=O)Nc1ccc(S(N)(=O)=O)cc1 (stereo not drawn),/,-3%,-13%,-5%,-19,2%
CCOC(=O)c1c(-c2ccccc2)nc2ccc(C)cn12,-4%,?,-12%,5%,24,1%
COc1ccc(OC)c(NC(=O)c2ccc(-c3nc(CSc4ccccc4)c(C)o3)cc2)c1,/,/,12%,/,-15,-23%
Cc1ccc(F)cc1NC(=O)CCc1c(C)nn(-c2ccc(N3CCCC3)nn2)c1C,/,/,4%,/,-25,3%
CN1CCc2c(sc3nc(SCC(=O)N4CCOCC4)nc(N)c23)C1,-13%,19%,?,-2%,19,-25%
Cc1cc(C)n(CCC(=O)N=Nc2c(O)[nH]c3ccc(Br)cc23)n1,-8%,-15%,0%,16%,2,7%
O=C1N/C(=N\N=C\c2ccc3ncccc3c2)SC1Cc1ccc(SC(F)F)cc1 (stereo not drawn),-9%,0%,2%,-17%,20,0%
COc1ccc(C(CNC(=O)c2cc(S(=O)(=O)N3CCN(c4ccccc4)CC3)ccc2Cl)N(C)C)cc1 (stereo not drawn),/,16µM*,/,199%[activator],-39,/
COc1cc(OC)cc(C(=O)NCCc2csc(-c3cccc(C)c3)n2)c1,/,/,6%,/,?,21%
Cc1ccc2nc(C)cc(OCC(=O)O)c2c1,-1%,3%,?,-10%,6,0%
Cc1ccnc(NC(=O)c2ccc(Cl)c(NC(=O)C(C)Oc3ccccc3)c2)c1 (stereo not drawn),-6%,?,-4%,-46%,-8,1%

Reformatted: 2 of the compounds above.
> Cc1ccc(F)cc1NC(=O)CCc1c(C)nn(-c2ccc(N3CCCC3)nn2)c1C
  FBPA Giardia inh = /
  HCV inh = /
  AmpC inh detg = 4%
  AmpC no deterg = /
  HCMV inh = -25
  Sm TGR inh = 3%
> CN1CCc2c(sc3nc(SCC(=O)N4CCOCC4)nc(N)c23)C1
  FBPA Giardia inh = -13%
  HCV inh = 19%
  AmpC inh detg = ?
  AmpC no deterg = -2%
  HCMV inh = 19
  Sm TGR inh = -25%

Rows are unselected, and some 9.9% of all compounds hit somewhere here.
